# Source: PubChem BioAssay (Broad Institute)
# SIRT5 block – sirtuin-5 (human) deacylase inhibition. Q9NXA8. Purified SirT5, succinyl-peptide AMC, trypsin-coupled fluorescence. inhibition, % at 15 µM. 1.1% of 330,000 active. AID 652115; in the data active = inhibition above about 15%; inconclusive = no clear call, values can overlap the other calls
# Target sequence (Q9NXA8 whole entry, looked up): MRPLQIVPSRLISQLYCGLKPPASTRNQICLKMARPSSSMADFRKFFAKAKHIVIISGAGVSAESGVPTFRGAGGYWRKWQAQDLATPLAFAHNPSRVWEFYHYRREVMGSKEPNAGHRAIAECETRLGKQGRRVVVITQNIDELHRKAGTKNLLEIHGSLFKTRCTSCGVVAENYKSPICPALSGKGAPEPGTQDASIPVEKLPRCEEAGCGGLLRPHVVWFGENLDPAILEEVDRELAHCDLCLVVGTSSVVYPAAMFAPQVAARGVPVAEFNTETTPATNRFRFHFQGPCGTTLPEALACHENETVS
# C2C12 statin – suppression of simvastatin myotoxicity; C2C12 myotubes + simvastatin, ATP luminescence, 48 h; scaled: DMSO 0, geranylgeraniol control 100; 0.78% of 330,000 active; rescue of ATP level, % at 7.49 µM;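 active = mean ATP rescue above about 67%, or every replicate alone reaching that limit, limit read from the data, passing the limit was not always enough; inconclusive = no clear call, values can overlap the other calls; inactive = mean under the limit and some replicate under it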;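 also: myotubes were challenged with 10 µM simvastatin during compound exposure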
# E-selectin induc – induces E-selectin expression in human endothelial cells; 0.37% of 260,000 active; P16581; HUVEC E-selectin immunofluorescence imaging; normalized: neutral wells 0, TNF-alpha wells 100; activation, % at 7.58 µM; AID 686992;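 active = mean E-selectin-positive cell signal at least 10% of the positive control, reached in at least 60% of replicates, without over 20% cell loss; inconclusive = no rule given, readout overlaps actives, possibly toxicity-flagged; inactive = the rest, including those meeting only one limit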;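 also: in these data hits start at about 27%; measured in HUVEC primary endothelial cells; signal is the percent of cells scored E-selectin positive by PE staining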
#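 Test system: HUVEC | Signal: Immunofluorescence imaging | Read-out: Percent E-selectin-positive cells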
# PglD inh – blocks C. jejuni PglD acetyltransferase activity | purified PglD enzyme, DTNB colorimetric CoA detection | inhibition, % at 12.5 µM | 0.098% of 360,000 active; in the data active = inhibition above about 16%, passing the limit was not always enough; inconclusive = no clear call, values can overlap the other calls; also: strong numbers were not always called active
# S100A4 MyoIIA – S100A4-myosin IIA interaction inhibition; S100A4/TAMRA-MyoIIA peptide fluorescence polarization; 0.14% of 360,000 active; inhibition, % at 10.7 µM;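 active = mean inhibition of at least 70% across replicates, with every replicate also reaching that level; inconclusive = mean inhibition reaches 70% but some replicates fall short; inactive = mean inhibition below 70%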
# Target sequence (P26447 whole entry, looked up): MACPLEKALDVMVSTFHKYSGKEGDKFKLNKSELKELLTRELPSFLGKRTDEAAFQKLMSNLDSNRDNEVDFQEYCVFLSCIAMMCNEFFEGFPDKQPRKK
#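 System – human S100A4 monomer protein, biochemical binding assay · Buffer or medium – Calcium-containing HEPES buffer, pH 7.2 · Timing – 5 min between mix addition and reading · Also added – TAMRA-labelled myosin IIA heavy-chain peptide probe, 5 nM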
# DENV2 CPE – inhibitors of DENV2 cytopathic effect | DENV2-infected cells, cytopathic effect rescue, plate reader | CPE inhibition, % at 9.99 µM | 1.7% of 350,000 active | AID 651640; in the data active = CPE inhibition above about 20%, passing the limit was not always enough; inconclusive = no clear call, values can overlap the other calls; tested in BHK-21 cells;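 also: 0% = median of neutral control wells and 100% = median of positive control wells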
# ERp5 inh – ERp5 (human) disulfide isomerase inhibition | Q15084 | ERp5 insulin aggregation, absorbance 650 nm, 90 min | inhibition, % at 9.99 µM | 0.05% of 350,000 active | AID 651711;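 active = mean replicate inhibition above about 25%, with every replicate also reaching it, limit read from the data, passing the limit was not always enough; inconclusive = only one of those two criteria met; inactive = neither criterion met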
# Target sequence (Q15084 whole entry, looked up): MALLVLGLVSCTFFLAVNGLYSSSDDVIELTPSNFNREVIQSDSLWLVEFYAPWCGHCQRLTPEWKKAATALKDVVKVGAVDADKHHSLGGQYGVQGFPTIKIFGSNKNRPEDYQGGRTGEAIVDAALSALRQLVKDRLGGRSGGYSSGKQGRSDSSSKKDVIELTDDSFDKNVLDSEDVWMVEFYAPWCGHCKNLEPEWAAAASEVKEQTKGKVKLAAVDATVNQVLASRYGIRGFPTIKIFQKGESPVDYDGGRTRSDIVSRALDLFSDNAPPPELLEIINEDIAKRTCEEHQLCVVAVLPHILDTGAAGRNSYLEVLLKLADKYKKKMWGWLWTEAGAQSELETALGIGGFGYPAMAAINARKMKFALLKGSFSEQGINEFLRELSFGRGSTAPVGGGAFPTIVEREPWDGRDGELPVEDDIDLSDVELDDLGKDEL
# An asterisk follows results filed as active; ? = inconclusive; . = no result given; & = joins results of further samples.
1	O=C1CN(CCN2CC(=O)N(Cc3ccccc3)C(=O)C2)CC(=O)N1Cc1ccccc1
2	CC1CCN(C(=O)c2cccc(S(=O)(=O)N3CCCc4ccccc43)c2)CC1
3	CC(=O)Nc1cc(F)c2c(c1F)Cc1cc(F)ccc1-2
4	O=C(c1ccc(CS(=O)c2ccccc2Cl)o1)N1CCCCCC1 (centres undefined)
5	COc1cc(NC(=O)c2cccs2)ccc1NC(=O)Cc1ccccc1
6	Cc1c2c(cc3c1[nH]c1ccccc13)C=NCC2
7	O=C(NCCCc1ccccc1)C1CCC(=O)N(Cc2ccc(Cl)cc2)C1 (centres undefined)
8	O=C(Cn1c(N2CCN(C/C=C/c3ccccc3)CC2)nc2ccccc21)c1ccccc1

screen / no.	1	2	3	4	5	6	7	8
SIRT5 block	.	-5	.	-3	-5	-3	-3	-4
C2C12 statin	-4	-25	-5	15	-15	-16	.	.
E-selectin induc	0.0	0.5	0.2	.	-0.2	0.2	.	.
PglD inh	0	.	-2	0	-1	-2	0	.
S100A4 MyoIIA	0	-1	-1	2	-11	-25	-3	-1
DENV2 CPE	-1	3	1	2	-1	-1	12	4
ERp5 inh	0	-11	-2	-1	-6	3	8	2

# Random excerpt: 5 records from the list, in no set order.
8	O=C(Cn1c(N2CCN(C/C=C/c3ccccc3)CC2)nc2ccccc21)c1ccccc1
7	O=C(NCCCc1ccccc1)C1CCC(=O)N(Cc2ccc(Cl)cc2)C1 (centres undefined)
1	O=C1CN(CCN2CC(=O)N(Cc3ccccc3)C(=O)C2)CC(=O)N1Cc1ccccc1
3	CC(=O)Nc1cc(F)c2c(c1F)Cc1cc(F)ccc1-2
2	CC1CCN(C(=O)c2cccc(S(=O)(=O)N3CCCc4ccccc43)c2)CC1

screen / no.	8	7	1	3	2
SIRT5 block	-4	-3	.	.	-5
C2C12 statin	.	.	-4	-5	-25
E-selectin induc	.	.	0.0	0.2	0.5
PglD inh	.	0	0	-2	.
S100A4 MyoIIA	-1	-3	0	-1	-1
DENV2 CPE	4	12	-1	1	3
ERp5 inh	2	8	0	-2	-11

# Remaining list, next part:
9	Cc1ccc2[nH]c(C(=O)N3CCC(C(N)=O)CC3)cc2c1
10	CC(C)N(C(=O)Cn1cc(S(=O)(=O)CC(=O)NCc2ccc(F)cc2)c2ccccc21)C(C)C
11	CNC(=S)N(C)c1ccccc1
12	COc1ccc(NC(=O)C2C3C=CC4(CN(Cc5cccnc5)C(=O)C24)O3)c(OC)c1 (centres undefined)
13	CCOC(=O)N1CCN(C(=O)CSc2nc(=O)n3cc(C)ccc3n2)CC1
14	O=C(Nc1ccc(F)c(Cl)c1)C1CCCN(C2=NS(=O)(=O)c3ccccc32)C1 (centres undefined)
15	Cc1ccc(NC(=O)C2C3/C=C\CCCCC32)cc1C (centres undefined)
16	C[C@@H]1CN([C@@H](C)CO)C(=O)c2cccc(NC(=O)C3CCCCC3)c2O[C@@H]1CN(C)C(=O)Nc1ccc2c(c1)OCO2

screen / no.	9	10	11	12	13	14	15	16
SIRT5 block	-10	-3	0	.	-4	-1	-6	-1
C2C12 statin	3	7	.	-5	.	3	-85	8
E-selectin induc	.	.	.	0.7	.	4.4	.	-0.3
PglD inh	6	0	-3	-7	1	4	0	2
S100A4 MyoIIA	0	8	6	.	7	-5	6	2
DENV2 CPE	6	-2	1	.	?	0	2	7
ERp5 inh	-6	4	-1	.	19	1	2	0

17	COc1cccc(CN(C)C[C@H]2OCc3cnnn3CCCC(=O)N([C@H](C)CO)C[C@@H]2C)c1
18	O=C(NC(=S)NCCc1ccc(Cl)cc1)c1ccco1
19	Cc1cccc(C)c1NC(=O)CN(C)C(=O)c1ccc(-n2cncn2)c([N+](=O)[O-])c1
20	C[C@@H]1CN([C@H](C)CO)C(=O)Cc2cc(N(C)C)ccc2O[C@H]1CN(C)S(C)(=O)=O
21	CC(C)N(CCNC(=O)c1ccc(NC2=NC3CS(=O)(=O)CC3S2)cc1)Cc1ccco1 (centres undefined)
22	CCN(C[C@@H]1[C@@H](c2ccccc2)[C@H](CO)N1CC1CC1)C(=O)c1cccc(F)c1
23	CC(OC(=O)c1cccc(NS(C)(=O)=O)c1)C(=O)Nc1ccc2c(c1)OCO2 (centres undefined)
24	CC(C)(CNC(=O)CC1C(=O)NCCN1Cc1cccc(F)c1)N1CCOCC1 (centres undefined)

screen / no.	17	18	19	20	21	22	23	24
SIRT5 block	-3&4	-6	-3	.	-2	0	1	8
C2C12 statin	-1&-13&-1	.	-3	-15	5	-42	0	36
E-selectin induc	-0.4&-0.2	-1.8	50*	0.0	.	0.0	.	.
PglD inh	0&-4	.	-2	1	0	-2	2	-1
S100A4 MyoIIA	-7&-4	0	1	3	17	-10	7	10
DENV2 CPE	-1&-2	-2	-7	7	-4	-2	7	0
ERp5 inh	-2&0	-5	3	6	-2	3	0	-1

25	CC(C)Oc1cccc(C(=O)C2CCCN(C(=O)c3ccccn3)C2)c1 (centres undefined)
26	O=C(OCC(=O)c1c[nH]c2ccccc12)c1cccc(S(=O)(=O)N2CCCCCC2)c1
27	COc1ccc(C#Cc2cnc3c(c2)C(=O)N([C@H](C)CO)C[C@H](C)[C@H](CN(C)S(C)(=O)=O)O3)cc1OC
28	COc1cc(OC)cc(-c2c(-c3cccs3)c3cc(-c4ccc(OC)c(F)c4)ccc3n2C)c1
29	CCCNC(=O)[C@H]1[C@H](CO)[C@H]2Cn3c(ccc(C4=CCCCC4)c3=O)[C@@H]1N2CC
30	CC(=O)N(C)C[C@H]1Oc2cc(C#Cc3ccccn3)ccc2S(=O)(=O)N([C@H](C)CO)C[C@H]1C
31	CCCCCC(=O)N(Cc1ccccc1)c1c(N)n(CCOC)c(=O)[nH]c1=O
32	COCc1ccc(CN2CCCC(CCC(=O)NCc3ccc(C)o3)C2)o1 (centres undefined)

screen / no.	25	26	27	28	29	30	31	32
SIRT5 block	-3	1	-1	-9	-11	4	-3	0
C2C12 statin	2	-11	30	1	-3	8	.	1
E-selectin induc	-0.1	.	-0.3	0.1	-0.4	-0.4	0.2	.
PglD inh	.	-1	-1	-2	-2	3	3	11
S100A4 MyoIIA	-2	0	-7	2	2	1	5	21
DENV2 CPE	?	?	-3	-5	-1	-7	-8	5
ERp5 inh	0	-2	4	-5	-4	2	9	0

33	C[C@@H]1CCCCO[C@@H](CN(C)S(C)(=O)=O)[C@@H](C)CN([C@H](C)CO)C(=O)c2cc(N(C)C)ccc2O1
34	C[C@@H]1CN([C@@H](C)CO)C(=O)c2cc(NS(C)(=O)=O)ccc2O[C@@H](C)CCCCO[C@H]1CN(C)C(=O)Cc1ccccc1
35	CCN(C(=O)COC(=O)/C=C/c1ccc(F)cc1)C1CCCCC1
36	COc1ccc(CN(C)C[C@H]2OCCCC[C@@H](C)Oc3ccc(NC(=O)NC4CCCCC4)cc3C(=O)N([C@H](C)CO)C[C@H]2C)cc1
37	O=C(CN1CCCC1)Nc1ccc(OCc2ccccc2)cc1
38	O=C(Cc1cccs1)NCc1cn2ccccc2n1
39	Cc1ccc([C@@H]2[C@@H]3C(=O)N(C)C(=O)[C@@H]3[C@]3(Cc4ccccc4)C(=O)N(CCO)CC(=O)N23)o1
40	COCCNC(=O)C[C@H]1C[C@H]2c3cc(NS(=O)(=O)c4ccc(F)cc4)ccc3O[C@H]2[C@@H](CO)O1

screen / no.	33	34	35	36	37	38	39	40
SIRT5 block	0&0&3	-2	-2	19*	0	-5	-2	.
C2C12 statin	-1&3	4	.	.	.	-3	17	1
E-selectin induc	-0.1&1.8	0.5	0.0	0.2	.	.	-0.1	0.3
PglD inh	0&-7&2	1	.	0	.	0	1	9
S100A4 MyoIIA	9&11&16	4	-6	7	-4	-2	-9	.
DENV2 CPE	12&-3&-4	6	-2	-8	-2	-12	1	1
ERp5 inh	-2&2&-1	-2	-2	-5	-3	2	0	.

41	CO[C@@H]1CN(C)C(=O)c2cc(NC(=O)C3CC3)ccc2OC[C@@H](C)N(C(=O)CN2CCOCC2)C[C@@H]1C
42	Cc1ccc(NS(=O)(=O)c2ccc3c(c2)NC(=O)CC(=O)N3)cc1C
43	CCOC(=O)C1=C(C)NC(SCC(=O)OC)=C(C#N)C1c1ccc(C(=O)OC)cc1 (centres undefined)
44	CC(C)(C)c1ccc(Cn2cnc(-c3ccc([N+](=O)[O-])cc3)c2)cc1
45	COC(=O)C1=C(C)N(Cc2ccc(F)cc2)C(=S)NC1c1ccccc1 (centres undefined)
46	Cc1cc(C)n(-c2ccc(C(=O)N3CC(C)OC(C)C3)cc2)n1 (centres undefined)
47	Brc1cnc(N2CCCC2)nc1N1CCCCC1
48	O=C(CN1CCN(Cc2ccccc2)CC1)NCCc1ccccc1

screen / no.	41	42	43	44	45	46	47	48
SIRT5 block	1	0	5	1	-4	0	.	2
C2C12 statin	-2	.	-4	.	.	.	4	8
E-selectin induc	0.1	.	0.1	.	-0.2	.	0.1	.
PglD inh	4	.	3	3	.	.	-1	0
S100A4 MyoIIA	-3	-4	-7	0	4	-2	-5	0
DENV2 CPE	-2	-2	14	.	-5	0	-3	10
ERp5 inh	-4	12	2	-5	7	-2	1	2

# Single records, as listed above. Values in the order: SIRT5 block	C2C12 statin	E-selectin induc	PglD inh	S100A4 MyoIIA	DENV2 CPE	ERp5 inh
# Profile of `O=C(CN1CCN(Cc2ccccc2)CC1)NCCc1ccccc1` = 2	8	.	0	0	10	2
# Profile of `Cc1cc(C)n(-c2ccc(C(=O)N3CC(C)OC(C)C3)cc2)n1` (centres undefined) = 0	.	.	.	-2	0	-2

# (more compounds)
49	COc1ccc(S(=O)(=O)Nc2ccc3c(c2)C(=O)N([C@H](C)CO)C[C@@H](C)[C@H](CN(C)C(=O)Nc2ccc(C(F)(F)F)cc2)O3)cc1
50	COc1cccc(-c2ccc([C@@H]3[C@H]4CN(S(=O)(=O)c5cn(C)cn5)CCCCN4[C@H]3CO)cc2)c1
51	COCC(=O)N(C)C[C@H]1Oc2cc(C#CC(C)(C)O)ccc2S(=O)(=O)N([C@H](C)CO)C[C@@H]1C
52	COc1ccccc1CNC(=O)C1CCN(C(=O)NC2CCCCC2)CC1
53	CCCCNC(=O)CCc1c(C)nc2c(c(C)nn2-c2ccccc2)c1C
54	CC(C)(C)c1ccc(NNC(=O)C2CCC2)cc1
55	CC(C)(C)C(=O)NC1CC2CCCC(C1)N2C(=O)Nc1ccccc1F (centres undefined)
56	CCNC(=O)[C@H]1[C@H](CO)[C@H]2Cn3c(ccc(-c4cccc(C(=O)N(C)C)c4)c3=O)[C@@H]1N2
57	Cc1ccsc1/C=N/NC(=O)CNC(=O)c1c(F)cccc1Cl
58	O=C(NCCc1ccccc1)C(=O)Nc1ccc([N+](=O)[O-])cc1
59	NC(=O)CSc1nnc(Cn2cnc3ccccc32)o1

screen / no.	49	50	51	52	53	54	55	56	57	58	59
SIRT5 block	5	-4	-3	-2	-8	-4	-4	-44	-4	-1	-3
C2C12 statin	.	-2	-2	.	4	.	-2	.	-5	.	.
E-selectin induc	8.2	0.5	-0.1	3.5	-0.1	.	-0.4	-0.2	.	.	-1.7
PglD inh	1	6	1	.	5	-2	-1	.	-6	2	.
S100A4 MyoIIA	11	-2	-4	2	0	-4	-6	-16	1	-2	-11
DENV2 CPE	2	-5	-2	0	0	?	-5	?	1	.	10
ERp5 inh	.	-3	7	10	-3	0	-7	-4	-3	5	3

# An excerpt; rates above refer to the full screens.
